# Screening results as filed in PubChem BioAssay.
# PhoP inhibition – PhoP-dependent GFP reporter repression – Salmonella Typhimurium, primary screen (AID 1863); S. Typhimurium PhoP-regulated promoter GFP reporter, 4 h; higher % means a stronger effect; one-dose inhibition, % at 50 µM; IC50 in µM for titrated hits; 300,000 compounds, 0.16% hits;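 active = inhibition over 29.93%, a cutoff 3 SD above the screen mean, later confirmed by dose response; inconclusive = inhibition over 29.93% but no dose response follow-up; inactive = inhibition at most 29.93% or unconfirmed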;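 also: 0% = low Mg2+ inducing control and 100% = high Mg2+ repressing control; strong numbers were not always called active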
# West Nile virus CPE – inhibition of WNV-induced cytopathic effect – cell-based, CPE readout (AID 1621); 290,000 compounds, 0.02% hits; West Nile virus-infected cells, CPE inhibition; higher % means a stronger effect; one-dose CPE inhibition, % at 10 µM; IC50 in µM for titrated hits; in the data active = a potency from the dose series; inconclusive = CPE inhibition mostly from about 3.7% at the one dose, without a potency; inactive = the rest, 99 in 100 with CPE inhibition below about 2.2%; also: strong numbers were not always called active
# human PMI inhibitors – human PMI inhibitors, high substrate, primary screen, biochemical, fluorescence intensity, high mannose 6-phosphate (AID 1220). recombinant PMI enzyme, coupled fluorescence intensity; higher % means a stronger effect. one-dose inhibition, % at 20 µM; IC50 in µM for titrated hits. 190,000 compounds, 0.66% hits; in the data active = inhibition above about 50%
# XIAP displacement – XIAP antagonists, biochemical, IAP family, fluorescence polarization (AID 1018); displacement, % at 20 µM, or IC50 in µM where a hit was titrated; 200,000 compounds, 0.007% hits; XIAP BIR domain, fluorescence polarization peptide displacement; higher % means a stronger effect; in the data active = displacement above about 50%; also: a part of the inactive calls stands beside numbers as strong as those of hits
# Yfh1-depleted yeast – enhancers of respiration in Yfh1-depleted yeast, dose response, Friedreich's ataxia, plus single-dose screen (AID 1465); S. cerevisiae Yfh1-off respiration, WST-1 reduction, 72 h; higher fold induction means a stronger effect; 220,000 compounds, 0.074% hits; fold induction at 50 µM, or EC50 in µM where a hit was titrated;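 active = fold induction of absorbance versus untreated yeast above a set limit, then at least 30% activation at any dose in follow-up; inconclusive = repeats straddling the limit, or above it without dose testing; inactive = fold induction below the set limit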;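 also: activators that raise dye reduction in frataxin-depleted yeast; strong numbers were not always called active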
# M1AAP inhibition – malaria alanyl aminopeptidase activity blockers – biochemical, fluorogenic H-Leu-NHMec substrate, 1536-well (AID 1445). inhibition, % at 30 µM, or IC50 in µM where a hit was titrated. 220,000 compounds, 0.42% hits. recombinant M1AAP, H-Leu-NHMec fluorogenic kinetic assay; higher % means a stronger effect;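 active = primary inhibition above the hit cutoff, then over 50% inhibition at one or more dose response concentrations, cut at about 23% in these data, passing the limit was not always enough; inconclusive = conflicting primary data, or primary hits not chosen for dose response; inactive = low primary inhibition, or under 50% at every dose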;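 also: plate controls were DMSO full reaction for no effect and no enzyme background for full effect; strong numbers were not always called active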
# Siah-1 displacement – blockers of Siah-1 interaction with plectin peptide – biochemical, fluorescence polarization, rhodamine-plectin, uHTS, primary screen (AID 1817) | displacement, % at 20 µM; hits with a dose series show IC50 in µM | 290,000 compounds, 0.02% hits | Siah-1 / rhodamine-plectin peptide fluorescence polarization; higher % means a stronger effect;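 active = displacement of at least 50% at 20 µM, with a fluorescence ratio check between 0.3 and a set limit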;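 also: plate controls were Siah plus tracer with DMSO for no effect and tracer alone without Siah for full effect; strong numbers were not always called active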
# M17LAP inhibition – P. falciparum M17LAP inhibitors, primary screen, biochemical, fluorogenic H-Leu-NHMec substrate, 1536-well (AID 1619). 220,000 compounds, 0.38% hits. recombinant M17LAP, H-Leu-NHMec fluorogenic kinetic assay; higher % means a stronger effect. one-dose inhibition, % at 30 µM; IC50 in µM for titrated hits;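 active = compound inhibiting the enzyme by more than half at any dose during confirmatory dose-response retesting; inconclusive = strong single-dose inhibitors picked by rank but not retested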;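 also: plate controls were full reaction with DMSO carrier for no effect and no enzyme background for full effect; strong numbers were not always called active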
# CSM14.1 death rescue – rescue of cells from ER stress-induced death, primary screen, 384-well, CSM14.1, thapsigargin, ATP luminescence (AID 1222); CSM14.1 thapsigargin-induced death rescue, ATP luminescence; higher % means a stronger effect; cellular ATP content (survival), % at 20 µM; hits with a dose series show EC50 in µM; 190,000 tested, under 10 active;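 active = EC50 below 50 µM in the dose-response confirmation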;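 also: death triggered by thapsigargin at about 15 µM added after 2 h compound pretreatment; cell ATP read after overnight thapsigargin exposure of roughly 18 to 22 hours; normalized against plate controls of thapsigargin alone and 5% DMSO vehicle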
# Numbers without * were called inactive; i = inactive; ? = inconclusive; . = not tested or not shown.
(1) Cc1nc2ccc(S(=O)(=O)N(C)CC(=O)N3CCc4ccccc4C3)cc2s1
(2) Cc1csc2ncc(C(=O)NC(C)c3ccccc3)c(=O)n12 (stereo unspecified)
(3) CC(=O)c1c(C)n([O-])c2cc(C)ccc2[n+]1=O
(4) Cc1ccc(NC(=O)CSc2nnc(Cn3c(=O)sc4ccccc43)n2C)cc1
(5) CCCOc1ccc(N2C(=O)CC(N3CCN(c4ccccc4OC)CC3)C2=O)cc1 (stereo unspecified)
(6) OCCc1ccc(-c2ccc(Cl)cc2)o1
(7) O=C1CCn2nc(-c3ccc(Cl)cc3)cc2N1
(8) COCCN(C(=O)Cc1cccs1)C(C(=O)NCc1ccc(OC)cc1)c1ccc(OC)cc1 (stereo unspecified)

assay / entry	1	2	3	4	5	6	7	8
PhoP inhibition	9%	-6%	-1%	8%	2%	6%	4%	-7%
West Nile virus CPE	-0.1%	0.9%	-0.1%	-0.4%	-0.3%	0.1%	0.0%	-0.8%
human PMI inhibitors	-6%	19%	12%	-5%	0%	0%	20%	0%
XIAP displacement	-2.8%	-4.0%	5.1%	-3.0%	-2.1%	-5.2%	7.2%	-4.7%
Yfh1-depleted yeast	i	i	i	i	i	i	i	i
M1AAP inhibition	2%	19%	3%	-7%	7%	14%	1%	-7%
Siah-1 displacement	-3%	4%	0%	3%	-4%	4%	-2%	-6%
M17LAP inhibition	-9%	-74%	-4%	-1%	3%	4%	11%	6%
CSM14.1 death rescue	-1.8%	-1.9%	-0.3%	0.4%	-0.6%	2.0%	.	4.5%

(9) Cc1cccc(C)c1NC(=S)N1CCC(N(C)CC2CCCO2)CC1 (stereo unspecified)
(10) CC(=O)N=c1c(C#N)cc2c(=O)n3cccc(C)c3nc2n1Cc1ccco1
(11) Cc1nnc(SCC(=O)N2CCN(S(=O)(=O)c3ccccc3)CC2)s1
(12) OC(Cn1cccn1)c1ccccc1 (stereo unspecified)
(13) CCCC(C)C(=O)OCC(=O)Nc1c(Br)cc(C)cc1Br (stereo unspecified)
(14) COc1cc(C2C(C#N)=C(N)Oc3cc(N(C)C)ccc32)cc2c1OCO2 (stereo unspecified)
(15) CC(=O)/C(C#N)=C1\NC(=O)C(Cc2ccc(C)c(C)c2)S1 (stereo unspecified)
(16) Cc1cc(C)c2[nH]c(=O)c(CN(CC3CCCO3)C(=O)c3cnccn3)cc2c1 (stereo unspecified)

assay / entry	9	10	11	12	13	14	15	16
PhoP inhibition	15%	-7%	1%	-6%	-1%	-7%	-17%	6%
West Nile virus CPE	2.8%	-0.3%	0.0%	-0.4%	0.1%	-0.6%	?	-0.3%
human PMI inhibitors	0%	.	4%	-7%	-3%	24%	-4%	3%
XIAP displacement	-0.9%	.	-16%	-1.9%	-1.8%	2.7%	-2.5%	0.1%
Yfh1-depleted yeast	i	i	i	i	i	i	i	i
M1AAP inhibition	0%	-1%	4%	0%	-1%	2%	0%	-2%
Siah-1 displacement	4%	-2%	-2%	-2%	2%	3%	5%	2%
M17LAP inhibition	-4%	-5%	12%	-4%	-1%	-10%	31%	3%
CSM14.1 death rescue	0.6%	.	-0.5%	0.9%	-0.2%	-2.3%	-0.3%	1.1%

(17) CCS(=O)(=O)Nc1ccccc1C(N)=O
(18) Cc1cccc(NC2=C(Cl)C(=O)OC2OC(C)C)c1 (stereo unspecified)
(19) CC1(C)NC(=O)N(CC(O)CN2CCOCC2)C1=O (stereo unspecified)
(20) Nc1nnc(Cc2ccc(Cl)cc2Cl)s1
(21) CC(C)(CO)NC(=S)NCc1ccco1
(22) Oc1ccc(/C=N/NC(=S)NCCN2CCOCC2)c(O)c1
(23) O=C(Nc1nnc(-c2ccc(F)cc2)o1)c1ccco1
(24) O=C(CN1CCN(Cc2ccccc2F)C1=O)NCCc1ccc(Cl)cc1

assay / entry	17	18	19	20	21	22	23	24
PhoP inhibition	11%	5%	-2%	16%	13%	3%	-10%	-2%
West Nile virus CPE	0.1%	-0.6%	-0.1%	0.2%	0.6%	-0.7%	0.4%	-0.1%
human PMI inhibitors	-1%	3%	7%	5%	.	-22%	.	-3%
XIAP displacement	-3.0%	-4.4%	-6.5%	-4.5%	.	18%	.	-4.0%
Yfh1-depleted yeast	i	i	i	i	i	i	i	i
M1AAP inhibition	-6%	5%	5%	17%	0%	-8%	-1%	5%
Siah-1 displacement	-1%	5%	-4%	6%	-5%	0%	13%	-1%
M17LAP inhibition	-18%	-2%	-1%	5%	2%	9%	7%	21%
CSM14.1 death rescue	1.3%	0.6%	-1.7%	-1.9%	.	1.1%	.	0.1%

(25) Cn1c(C(=O)OCC(=O)NCc2ccco2)cc2sccc21
(26) CC(CNS(=O)(=O)c1ccccc1)(c1ccccc1)N1CCCCC1 (stereo unspecified)
(27) Cc1ccccc1NC(=O)CNc1ccccc1C(=O)NCc1ccco1
(28) COc1ccc([N+](=O)[O-])cc1CSc1ccccn1
(29) COc1ccc(S(=O)(=O)NC2CC2)cc1C(=O)N1CCOCC1
(30) Cc1cccc(N2C(=O)CC(Sc3ncn[nH]3)C2=O)c1 (stereo unspecified)
(31) COc1ccc(Cc2nnc(SCC(=O)NC3CCCCC3)n2C)cc1
(32) C=C(C)c1cccc(C(C)(C)NC(=O)Nc2ncccn2)c1

assay / entry	25	26	27	28	29	30	31	32
PhoP inhibition	11%	-11%	11%	-8%	-6%	-13%	-5%	-20%
West Nile virus CPE	-0.3%	-0.6%	0.4%	0.0%	0.7%	-0.1%	-0.3%	-0.4%
human PMI inhibitors	4%	.	-42%	1%	4%	0%	4%	10%
XIAP displacement	-0.1%	.	-1.8%	-5.9%	-2.5%	-14%	-5.1%	-12%
Yfh1-depleted yeast	i	i	i	i	i	i	i	i
M1AAP inhibition	4%	0%	13%	3%	3%	2%	24%*	9%
Siah-1 displacement	-2%	2%	0%	4%	4%	5%	9%	37%
M17LAP inhibition	8%	-1%	-3%	1%	4%	1%	-3%	17%
CSM14.1 death rescue	-1.5%	.	-0.4%	-1.6%	0.4%	0.0%	-0.5%	-2.3%

# Compounds 28 through 32, reprinted for reference:
(28) COc1ccc([N+](=O)[O-])cc1CSc1ccccn1
(29) COc1ccc(S(=O)(=O)NC2CC2)cc1C(=O)N1CCOCC1
(30) Cc1cccc(N2C(=O)CC(Sc3ncn[nH]3)C2=O)c1 (stereo unspecified)
(31) COc1ccc(Cc2nnc(SCC(=O)NC3CCCCC3)n2C)cc1
(32) C=C(C)c1cccc(C(C)(C)NC(=O)Nc2ncccn2)c1

assay / entry	28	29	30	31	32
PhoP inhibition	-8%	-6%	-13%	-5%	-20%
West Nile virus CPE	0.0%	0.7%	-0.1%	-0.3%	-0.4%
human PMI inhibitors	1%	4%	0%	4%	10%
XIAP displacement	-5.9%	-2.5%	-14%	-5.1%	-12%
Yfh1-depleted yeast	i	i	i	i	i
M1AAP inhibition	3%	3%	2%	24%*	9%
Siah-1 displacement	4%	4%	5%	9%	37%
M17LAP inhibition	1%	4%	1%	-3%	17%
CSM14.1 death rescue	-1.6%	0.4%	0.0%	-0.5%	-2.3%

# Next part.
(33) O=C(C=C1CCN(c2ncc(C(F)(F)F)cc2Cl)CC1)NNC(=O)Nc1ccc(Cl)cc1
(34) O=[N+]([O-])c1ccc(NCCNS(=O)(=O)c2ccccc2)c(C(F)(F)F)c1
(35) Cc1ccc(C(=O)N/N=C/c2ccc(-c3cccc(Cl)c3)o2)cn1
(36) CCCN1C(=O)SC(CC(=O)Nc2ccccc2)C1=O (stereo unspecified)
(37) COc1ccc(-c2c(C)oc3c(CN4CCOCC4)c(O)ccc3c2=O)cc1
(38) CN(CC(=O)NC1CCCc2ccccc21)C1CCCCC1 (stereo unspecified)
(39) COc1ccccc1C(=O)NNC1=C(C(=O)C(F)(F)F)CCC1
(40) CCOC(=O)c1cnc2c(-c3ccc(Cl)cc3)cnn2c1C

assay / entry	33	34	35	36	37	38	39	40
PhoP inhibition	-9%	9%	-4%	9%	-3%	-2%	3%	-1%
West Nile virus CPE	-0.7%	-0.6%	0.0%	-0.6%	0.5%	0.0%	1.6%	0.3%
human PMI inhibitors	6%	8%	.	10%	.	-8%	-11%	.
XIAP displacement	-0.3%	1.0%	.	-1.4%	.	-10%	-5.7%	-0.9%
Yfh1-depleted yeast	i	i	i	i	i	i	25µM*	i
M1AAP inhibition	1%	13%	1%	1%	7%	2%	8%	-12%
Siah-1 displacement	0%	-6%	4%	0%	13%	-2%	-9%	3%
M17LAP inhibition	1%	7%	0%	10%	-202%	-3%	14%	-3%
CSM14.1 death rescue	-1.3%	-2.8%	.	-1.6%	.	-0.1%	1.1%	-3.2%

(41) Cc1cc(NCc2ccccn2)n2c(nc3ccccc32)c1C#N
(42) CCc1cc(=O)oc2c(C)c(O)c(CN(C)C)cc12
(43) CC(=O)Nc1nc(N(C)C)nc(N(C)C)n1
(44) O=C(O)Cc1c(O)ccc2ccccc12
(45) NC(=O)COC(=O)c1ccc(-c2ccccc2)cc1
(46) CCCn1cc2c(c1-c1cccc(C)c1)c(=O)n(C)c(=O)n2C
(47) O=c1cc(/C=C/c2cccs2)[nH]c2ccccc12
(48) COc1ccc(S(=O)(=O)N(Cc2cccs2)C2CCCC2)cc1

assay / entry	41	42	43	44	45	46	47	48
PhoP inhibition	4%	5%	0%	-13%	-9%	6%	4%	5%
West Nile virus CPE	0.0%	0.0%	1.1%	0.4%	0.9%	-0.3%	3.2%	-0.5%
human PMI inhibitors	.	10%	-8%	10%	-1%	-11%	5%	1%
XIAP displacement	-1.0%	-0.6%	-1.2%	0.7%	-3.0%	-2.1%	-0.2%	-0.6%
Yfh1-depleted yeast	i	i	i	i	i	i	i	i
M1AAP inhibition	-6%	10%	4%	5%	3%	2%	3%	6%
Siah-1 displacement	6%	-6%	7%	5%	8%	4%	-2%	-2%
M17LAP inhibition	-6%	-96%	16%	4%	4%	-10%	7%	-1%
CSM14.1 death rescue	0.4%	-0.8%	1.6%	-1.2%	-1.8%	-0.3%	-1.4%	-2.0%

# An unsorted share of the library; overall some 1.6% were active at least once.
